M1 PAM parental: nonselective activator or artifact in parental CHO-K1 calcium assay; ATP EC20, Fluo-8 calcium fluorescence; 0% at ATP EC20, 100% at ATP max; activation, % at 3 µM; 0.02% of 360,000 active; AID 602247;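 active means activation above the run cutoff, the mean activation of all test compounds plus 3 SD, cut at about 40% in these data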;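 further: peak over basal fluorescence ratio in a 140 s read after ATP addition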
OXTR potentiate: potentiators of human oxytocin receptor; P30559; CHO-OTR cells, Fluo-8 calcium fluorescence, potentiator mode; 0% = oxytocin EC15, 100% = EC100; activation, % at 3 µM; 0.061% of 320,000 active; AID 2445;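 active means activation above that plate's cutoff, the mean activation of tested compounds plus 3 SD, cut at about 6.6% in these data, passing the limit was not always enough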;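 further: 100% uses oxytocin at 75 nM as the full agonist control; some results filed as inactive read as strong as hits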
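Material: human OTR in CHO cells. Compound: 3.0 µM, one dose. Timing: compound 6 min at room temperature before oxytocin, 100 s read. Evaluation: % activation of max/min ratio relative to oxytocin controls. Replication: single well per compound, singlicate. Signal: Fluo-8 calcium dye fluorescence.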
CHO-K1 Ca antag: M1 antagonist counterscreen hit in parental CHO-K1 cells | ATP-induced calcium, Fluo-8 fluorescence | inhibition, % at 3 µM | 0.6% of 360,000 active | AID 602250;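 active means inhibition above a per-plate cutoff, the plate's mean sample inhibition plus 3 SD, cut at about 24% in these data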;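 further: 0% = DMSO plus EC80 ATP and 100% = DMSO alone without ATP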
TAAR1 antagonist: antagonists of human TAAR1 | Q96RJ0 | CHO RD-HGA16 TAAR1, Fluo-8 calcium fluorescence, antagonist | inhibition, % at 3 µM | 1.5% of 360,000 active;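 active means inhibition above a per-plate cutoff, the mean inhibition of test compounds on that plate plus 3 SD, cut at about 49% in these data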;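 further: 0% = DMSO plus EC80 beta-PEA response and 100% = DMSO alone without agonist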
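Assay system: CHO-derived RD-HGA16 cells stably expressing human TAAR1 plus Gα16. Timing: 140 s kinetic read after compound, 140 s after agonist. Technique: kinetic Fluo-8 calcium fluorescence measurement. Measure: % inhibition of agonist calcium response.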
V1R ag counter: counter-screen for oxytocin receptor agonists: human V1a receptor agonists; 0.25% of 320,000 active; activation, % at 3 µM; P37288; AID 2797; CHO-V1R cells, Fluo-8 calcium fluorescence, agonist mode; 0% DMSO, 100% 3 nM vasopressin;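 active means activation above the mean activation of all tested compounds plus 3 SD, per screening run, cut at about 20% in these data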;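 further: signal is peak over basal fluorescence ratio across a 100 second FLIPR read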
Target sequence (P37288 whole entry, looked up): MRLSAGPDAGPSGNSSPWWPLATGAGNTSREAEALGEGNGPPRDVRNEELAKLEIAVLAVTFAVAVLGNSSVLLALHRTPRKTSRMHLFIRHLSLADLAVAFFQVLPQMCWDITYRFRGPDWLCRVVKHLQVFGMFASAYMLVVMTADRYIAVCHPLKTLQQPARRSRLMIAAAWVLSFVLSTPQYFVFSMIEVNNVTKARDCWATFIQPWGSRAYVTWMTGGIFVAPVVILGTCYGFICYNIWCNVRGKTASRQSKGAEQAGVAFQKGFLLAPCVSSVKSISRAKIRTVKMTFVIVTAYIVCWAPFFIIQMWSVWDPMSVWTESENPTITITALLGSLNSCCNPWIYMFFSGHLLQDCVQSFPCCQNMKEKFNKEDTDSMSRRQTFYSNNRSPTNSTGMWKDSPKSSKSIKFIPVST
CHO-K1 Ca ag: counter-screen for M1 agonists: effect in parental CHO-K1 cells | Fluo-8 calcium fluorescence; scaled to maximal ATP response, vehicle zero | activation, % at 3 µM | 0.48% of 360,000 active | AID 602248; in the data active means activation above about 15%;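 further: untransfected CHO-K1 host cells lacking M1 receptor as counterscreen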
CHRM1 agonist: activates human CHRM1 receptor; AID 588814; P11229; activation, % at 3 µM; 0.33% of 360,000 active; CHO-K1 hM1, Fluo-8 calcium fluorescence, agonist mode; 0% DMSO, 100% acetylcholine EC100;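 active means activation above the run's mean compound activation plus 3 SD, cut at about 16% in these data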;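 further: peak over basal fluorescence ratio within a 140 s kinetic read after compound addition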
Target sequence (P11229 whole entry, looked up): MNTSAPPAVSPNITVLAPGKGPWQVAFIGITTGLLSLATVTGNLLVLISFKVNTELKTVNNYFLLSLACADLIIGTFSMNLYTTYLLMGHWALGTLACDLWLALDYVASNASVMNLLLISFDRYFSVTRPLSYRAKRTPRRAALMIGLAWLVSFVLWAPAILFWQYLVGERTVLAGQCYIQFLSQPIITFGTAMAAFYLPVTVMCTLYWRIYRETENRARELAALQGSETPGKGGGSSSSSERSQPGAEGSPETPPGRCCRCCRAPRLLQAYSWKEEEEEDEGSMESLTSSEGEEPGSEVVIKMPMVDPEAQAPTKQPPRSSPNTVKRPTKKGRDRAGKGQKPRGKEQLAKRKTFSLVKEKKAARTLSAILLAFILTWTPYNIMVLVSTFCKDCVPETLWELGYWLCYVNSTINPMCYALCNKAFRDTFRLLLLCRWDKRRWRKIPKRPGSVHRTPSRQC
CHO parental Ca: counter-screen for OX1R antagonists: effect in parental CHO cells. parental CHO-K1, ATP-induced calcium, Fluo-8 fluorescence. inhibition, % at 5.6 µM. 0.63% of 330,000 active. AID 463079;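 active means inhibition above that plate's mean sample inhibition plus 3 SD, cut at about 26% in these data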;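 further: 0% = ATP-challenged DMSO wells and 100% = DMSO wells without ATP; some compounds past the cut are filed as inactive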
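Test system: untransfected parental CHO cell line; also added: ATP stimulus; dosing: 5.6 µM, single dose; signal: calcium-sensitive Fluo-8 fluorescence; measure: percent inhibition of ATP-evoked calcium rise, normalized to controls; benchmarks: low control ATP plus DMSO, high control DMSO only; replication: one well per compound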
TAAR1 agonist: agonists of human TAAR1; Q96RJ0; CHO RD-HGA16 TAAR1, Fluo-8 calcium fluorescence; vehicle wells 0%, saturating PEA agonist 100%; AID 624467; activation, % at 3 µM; 0.99% of 360,000 active;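 active means activation above the mean activation of all test compounds in the run plus 3 SD, cut at about 38% in these data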
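Benchmarks: low control DMSO, high control PEA (EC100); System: CHO RD-HGA16 cells carrying human TAAR1 plus Gα16; Detection: Fluo-8 fluorescence, 5 s baseline then 140 s kinetic read; Schedule: 17-24 h plating, Fluo-8 75 min 37 °C, 30 min RT; Read-out basis: % activation from peak over basal fluorescence ratio, DMSO-to-PEA scaled.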
* marks the source's active call; other numbers are inactive results; x = not tested or not shown.

SMILES	M1 PAM parental	OXTR potentiate	CHO-K1 Ca antag	TAAR1 antagonist	V1R ag counter	CHO-K1 Ca ag	CHRM1 agonist	CHO parental Ca	TAAR1 agonist
O=C1CCCN1CCCNc1ccc(S(=O)(=O)N2CCCCC2)cn1	24	0	-5	2	-0.3	-0.1	-5	10	4
c1ccc(Cc2nnc3sc(-c4ccco4)nn23)cc1	5	6	6	0	-1.0	0.0	0	-12	-1
Cn1cc(C(=O)C(=O)N2CCOCC2)c2ccccc21	-6	0	2	-6	-0.1	0.9	3	4	1
Cc1ccc(/C=C/C(=O)NCCCN2CCN(CCCNC(=O)/C=C/c3ccc(C)o3)CC2)o1	-11	-4	12	2	-0.4	-0.4	-7	-2	-1
Cc1ccc(NC2=NCC(=O)N2C2CCCC2)cc1C	2	-13	4	0	-0.6	-0.1	-9	-7	8
O=C(COC(=O)CNC(=O)c1cccc(OC(F)F)c1)NCc1ccc2c(c1)OCO2	20	5	-3	-2	0.3	-0.3	-4	-4	5
CC1CC(C)CN(C(=O)C2CCC(CNS(=O)(=O)c3ccccc3)CC2)C1 (configuration not stated)	8	-4	-6	-3	0.3	3.6	-5	-15	1
N#Cc1ccc(N2CCN(c3ccc(F)cc3)CC2)cc1	-2	-12	6	11	1.4	0.5	-3	3	1
Oc1ccccc1-c1cncn1Cc1ccccc1	-11	-3	2	4	1.4	1.7	-7	-15	5
COc1ccc(/C=C/C(=O)NC(=S)NNC(=O)c2ccco2)cc1	4	-8	2	25	0.5	1.5	2	-13	18
Nn1c(-c2ccc(F)cc2)nc2ccccc2c1=O	15	3	-18	1	0.9	0.9	-6	-14	1
O=C(Cc1ccc(Cl)cc1)NNS(=O)(=O)c1ccc([N+](=O)[O-])cc1	22	-3	-9	-19	-0.8	0.4	-8	-10	4
COc1cccc(/C=N/NC(=O)c2ccccc2)c1OS(=O)(=O)c1ccccc1	10	-9	6	32	0.2	3.7	-3	-18	9
CCn1c(=O)n(CC(=O)Nc2cc(OC)ccc2OC)c(=O)c2ccccc21	12	-5	-7	-6	-0.3	0.7	-2	-29	2
O=C(NCCS(=O)(=O)N1CCN(c2ccccc2)CC1)C1CCCC1	-5	4	1	-17	2.0	0.7	10	-14	1
CC(=O)O[C@@H](C[C@@H](C)C1=C2C[C@H](O)C3[C@@]4(C)CCC(=O)C(C)(C)C4CC[C@]3(C)[C@@]2(C)CC1)[C@H]1OC1(C)C (some centres not stated)	2	x	-15	-28	x	0.3	-3	x	0
O=C(NC1CCCC1)C1CCCN1C(=O)Nc1ccccc1 (configuration not stated)	10	-1	-1	4	-0.6	0.2	-3	-4	7
Cc1c(NC(=O)N(C)C)c(=O)n(-c2ccccc2)n1C	-1	2	13	-9	0.9	0.1	0	2	8
C=CCC1(CC=C)CCCN1C(=O)c1cc(COc2ccccc2SC)on1	-28	-17	11	-1	1.4	3.9	-3	21	-1
N/C(=N/OC(=O)c1cccc([N+](=O)[O-])c1)c1cccc([N+](=O)[O-])c1	10	-14	-9	-14	0.8	0.4	-3	0	2
Cc1cc(C(=O)OCC(=O)NCCc2ccccc2)c2ccccc2n1	-13	-6	8	7	5.5	3.2	2	-28	3
O=C(NCc1ccco1)C(c1ccncc1)N(C(=O)Cc1cccs1)c1ccccc1 (configuration not stated)	22	-14	-4	3	-2.1	0.7	-11	1	4
CC(C)(C)N1C(=O)c2ccc(C(=O)Nc3ccc(C(=O)O)cc3)cc2C1=O	25	4	-11	3	0.7	1.4	1	-2	5
CC(C)c1ccc(C2OC(CCc3ccccc3)Cc3[nH]c(=S)[nH]c(=O)c32)cc1 (configuration not stated)	-7	x	3	15	x	0.1	x	x	3
CCOC(=O)C1CCN(c2c(C(=O)c3ccccc3)cnc3ccc(CC)cc23)CC1	23	-4	-4	-20	0.5	0.1	-1	-8	3
Cc1cc(NC(=O)CN2C(=O)NC(C)(c3ccc(Cl)cc3)C2=O)no1 (configuration not stated)	10	-8	-9	14	5.5	2.7	5	13	8
O=[N+]([O-])C(=C1NCCN1)C(Cl)=C(Cl)Cl	18	4	-17	4	1.0	0.9	-8	10	1
CCc1cccc(NC(=O)CSc2nnc(Cc3ccc(OC)cc3)c(=O)[nH]2)c1	14	1	-13	8	0.4	0.8	-3	-7	0
COCCOC(=O)c1[nH]c2c(c1C)C(=O)CC(c1ccccc1)C2 (configuration not stated)	-6	-19	8	x	8.7	2.0	-1	42*	x
OCC1(Cc2ccccc2F)CCCN(CC2CCCCC2)C1 (configuration not stated)	5	5	-3	8	-0.1	0.4	-8	-2	-2
O=C(O)c1ccc(NC(=S)NC(=O)c2ccc3ccccc3c2)cc1	16	-4	-7	12	4.6	0.2	1	-4	47*
CCCc1cc(=O)oc2cc(OC3CCCCC3=O)ccc12 (configuration not stated)	18	x	-11	1	x	5.2	0	x	1
Cc1ccc([C@H]2C(C(=O)O)=C[C@@H](CC3CCCC3)N2S(=O)(=O)c2ccc(C)cc2)cc1	13	2	-7	-12	8.2	0.8	-7	-17	-1
COc1ccc(CC(=O)Nc2ccccc2N2CCCC2)cc1OC	-22	-4	5	-33	6.2	1.9	0	-15	4
Cc1cc(N)n(Cc2cccs2)n1	18	-7	-17	6	0.3	-0.6	-5	-5	5
COc1cccc(-n2nnc3c(=O)n(CC(=O)N4CCC(C)CC4)cnc32)c1	-8	0	10	12	0.7	0.3	-4	1	0
Cn1c(=O)oc2cc(S(=O)(=O)N3CCCC(C(=O)NCCN4CCOCC4)C3)ccc21 (configuration not stated)	0	-3	3	-10	1.2	0.1	-6	-2	0
O=C(CN1CCSCC1)c1c[nH]c2ccccc12	24	0	-16	9	0.7	0.1	-2	6	16
CCOC(=O)c1[nH]cnc1C(=O)Nc1ccccc1C	9	-5	-3	1	-1.1	0.5	-5	-14	2
CCOC(=O)C1(C)NC(c2ccc(N(C)C)cc2)C2C(=O)N(c3ccc(OC)cc3)C(=O)C21 (configuration not stated)	-1	-9	-9	11	-0.4	-0.2	-2	-5	1
Cc1ccc(NC(=O)COC(=O)CN2C(=O)NC3(CCCC3)C2=O)cc1Cl	7	-11	-15	19	11	9.1	0	-21	5
Cc1ccc(-c2nnc(SCC(=O)N/N=C/c3ccccc3C(=O)O)n2-c2ccccc2)cc1	x	-6	x	7	0.6	x	x	-5	-2
O=C(Nc1ccc2c(c1)OCCO2)C1c2ccccc2OCC(=O)N1Cc1ccc2c(c1)OCO2 (configuration not stated)	7	x	-19	-14	x	1.6	x	x	1
CC[n+]1ccccc1/C=C/c1ccc(N(C)C)cc1	19	x	3	14	x	2.9	-6	x	9
CCC1=NN(C(=O)c2ccc(Br)cc2)C(O)(c2ccc(C)cc2)C1 (configuration not stated)	6	0	0	-1	-0.4	-0.3	-9	-27	1
CCN(CC(=O)NCc1cccs1)C(=O)c1ccc([N+](=O)[O-])o1	-13	1	12	-13	-0.7	0.1	-2	-5	1
O=S(=O)(c1ccccc1)n1cc(-c2ccccn2)c(N2CCOCC2)n1	11	-16	0	-12	-0.7	-0.2	-7	-16	2
OCCNc1nc(OCC(F)(F)F)nc(N2CCN(C34CC5CC(CC(C5)C3)C4)CC2)n1	x	-12	x	22	-0.3	x	x	0	6
CC(=O)Nc1ccc(CNc2ncnc3ccc(-c4c(C)noc4C)cc23)cc1	-8	-1	-1	16	1.7	0.8	-6	-14	4
CCOC(=O)c1c(N)sc(C(O)(C(F)(F)F)C(F)(F)F)c1-c1ccc(OC)cc1OC	7	3	-14	-3	-1.1	0.8	-11	-6	2
CCN(CC)C(=O)CSc1nc(C)cc(C)n1	-2	-3	-2	17	0.3	-0.5	-5	-7	1
COC(=O)NNC(=O)C(c1ccccc1)c1ccccc1	13	-2	-11	-8	-1.3	-0.2	-2	8	2
COc1cccc(CN(C(=O)/C=C/c2ccc(Cl)cc2)C2CCS(=O)(=O)C2)c1 (configuration not stated)	6	-10	-25	-22	-0.5	0.1	-4	-20	5

A second format for eleven compounds above:
canonical_smiles | M1 PAM parental | OXTR potentiate | CHO-K1 Ca antag | TAAR1 antagonist | V1R ag counter | CHO-K1 Ca ag | CHRM1 agonist | CHO parental Ca | TAAR1 agonist
Cc1ccc(-c2nnc(SCC(=O)N/N=C/c3ccccc3C(=O)O)n2-c2ccccc2)cc1 | x | -6 | x | 7 | 0.6 | x | x | -5 | -2
O=C(Nc1ccc2c(c1)OCCO2)C1c2ccccc2OCC(=O)N1Cc1ccc2c(c1)OCO2 (configuration not stated) | 7 | x | -19 | -14 | x | 1.6 | x | x | 1
CC[n+]1ccccc1/C=C/c1ccc(N(C)C)cc1 | 19 | x | 3 | 14 | x | 2.9 | -6 | x | 9
CCC1=NN(C(=O)c2ccc(Br)cc2)C(O)(c2ccc(C)cc2)C1 (configuration not stated) | 6 | 0 | 0 | -1 | -0.4 | -0.3 | -9 | -27 | 1
CCN(CC(=O)NCc1cccs1)C(=O)c1ccc([N+](=O)[O-])o1 | -13 | 1 | 12 | -13 | -0.7 | 0.1 | -2 | -5 | 1
O=S(=O)(c1ccccc1)n1cc(-c2ccccn2)c(N2CCOCC2)n1 | 11 | -16 | 0 | -12 | -0.7 | -0.2 | -7 | -16 | 2
OCCNc1nc(OCC(F)(F)F)nc(N2CCN(C34CC5CC(CC(C5)C3)C4)CC2)n1 | x | -12 | x | 22 | -0.3 | x | x | 0 | 6
CC(=O)Nc1ccc(CNc2ncnc3ccc(-c4c(C)noc4C)cc23)cc1 | -8 | -1 | -1 | 16 | 1.7 | 0.8 | -6 | -14 | 4
CCOC(=O)c1c(N)sc(C(O)(C(F)(F)F)C(F)(F)F)c1-c1ccc(OC)cc1OC | 7 | 3 | -14 | -3 | -1.1 | 0.8 | -11 | -6 | 2
CCN(CC)C(=O)CSc1nc(C)cc(C)n1 | -2 | -3 | -2 | 17 | 0.3 | -0.5 | -5 | -7 | 1
COC(=O)NNC(=O)C(c1ccccc1)c1ccccc1 | 13 | -2 | -11 | -8 | -1.3 | -0.2 | -2 | 8 | 2

Not a hit list; overall some 3.3% were active at least once.
